Screens (PubChem BioAssay)
human PMI inhibition: MPI enzyme activity inhibition – biochemical, fluorescence intensity, coupled assay, primary screen (AID 1209); purified PMI enzyme, coupled fluorescence intensity; higher % means a stronger effect; inhibition, % at 20 µM, or IC50 in µM where a hit was titrated; hit rate 0.42% among 190,000;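 note: plate controls were DMSO vehicle for no effect and wells lacking substrate for full effect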
SIAH1 antagonists: Siah-1 peptide-binding antagonists, primary screen, biochemical, fluorescence polarization, rhodamine-plectin, uHTS (AID 1817); hit rate 0.02% among 290,000; displacement, % at 20 µM, or IC50 in µM where a hit was titrated; Siah-1 / rhodamine-plectin peptide fluorescence polarization; higher % means a stronger effect;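 active = displacement of at least 50% at 20 µM, with a fluorescence ratio check between 0.3 and a set limit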;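 note: plate controls were Siah plus tracer with DMSO for no effect and tracer alone without Siah for full effect; strong numbers were not always called active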
K1F lysis inhibition: inhibition of K1F phage lysis, E. coli UTI89, bacterial capsule biogenesis inhibitors, alamar blue (AID 488966) | inhibition, % at 100 µM, or IC50 in µM where a hit was titrated | E. coli UTI89 K1F phage lysis, alamar blue, 2 h; higher % means a stronger effect | hit rate 0.02% among 340,000;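 active = phage lysis inhibition, versus mean bacterial control, above a set limit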;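 note: capsule biogenesis inhibitors block K1F phage lysis so surviving cells raise fluorescence; higher fluorescence means more inhibition of phage lysis; actives were called in the ten point dose series up to 300 µM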
TNAP activation fold: human TNAP enzyme activators, primary screen, biochemical, luminescent, no phosphate acceptor, uHTS (AID 1001) | activation fold at 20 µM; hits with a dose series show EC50 in µM | hit rate 0.03% among 200,000 | purified TNAP, luminescent activation assay, no phosphate acceptor; higher activation fold means a stronger effect; in the data active = activation fold from about 3, or a potency from the dose series; inactive = the rest, 99 in 100 with activation fold below about 1.6; note: many of its hits are not listed in these tables
Lipid droplet: modulators of hepatic lipid droplet formation; AML12 mouse hepatocytes, oleate lipid droplets, BODIPY imaging; inhibition, % at 6.5 µM; hit rate 0.4% among 240,000;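 active = lipid droplet intensity inhibited by at least 50%, with more than 500 cells counted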
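Material – AML12 mouse liver cells · Also added – oleate loading, 100 µM · Compound dosing – 6.5 µM single-point dosing · Times – overnight treatment with compound plus oleate · Measured by – fluorescence imaging, 20x objective, two fields per well · Read-out – percent inhibition of filter-corrected integrated lipid droplet intensity per well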
P. falciparum M17LAP: P. falciparum M17LAP inhibitors, primary screen, biochemical, fluorogenic H-Leu-NHMec substrate, 1536-well (AID 1619). recombinant M17LAP, H-Leu-NHMec fluorogenic kinetic assay; higher % means a stronger effect. one-dose inhibition, % at 30 µM; IC50 in µM for titrated hits. hit rate 0.38% among 220,000;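 active = compound inhibiting the enzyme by more than half at any dose during confirmatory dose-response retesting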;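 note: plate controls were full reaction with DMSO carrier for no effect and no enzyme background for full effect; strong numbers were not always called active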
M1AAP inhibition: P. falciparum M1AAP inhibitors, biochemical, fluorogenic H-Leu-NHMec substrate, 1536-well (AID 1445) | recombinant M1AAP, H-Leu-NHMec fluorogenic kinetic assay; higher % means a stronger effect | inhibition, % at 30 µM; hits with a dose series show IC50 in µM | hit rate 0.42% among 220,000;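 active = primary inhibition above the hit cutoff, then over 50% inhibition at one or more dose response concentrations, cut at about 23% in these data, passing the limit was not always enough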;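 note: plate controls were DMSO full reaction for no effect and no enzyme background for full effect; strong numbers were not always called active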
XIAP antagonists: XIAP antagonists, biochemical, IAP family, fluorescence polarization (AID 1018); XIAP BIR domain, fluorescence polarization peptide displacement; higher % means a stronger effect; one-dose displacement, % at 20 µM; IC50 in µM for titrated hits; hit rate 0.007% among 200,000; in the data active = displacement above about 50%; note: a part of the inactive calls stands beside numbers as strong as those of hits
human PMI inhibitors: human PMI inhibitors, high substrate, primary screen, biochemical, fluorescence intensity, high mannose 6-phosphate (AID 1220); recombinant PMI enzyme, coupled fluorescence intensity; higher % means a stronger effect; one-dose inhibition, % at 20 µM; IC50 in µM for titrated hits; hit rate 0.66% among 190,000
Lipid droplet cells 6.5 µM: recorded beside Lipid droplet, whose call it bears; cell count; measured here: cell count, cytotoxicity flag;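 cells counted across two imaged fields per well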
An asterisk follows results filed as active; nt = no result given; [ ] = remark or other dose. Cut-off read from the data, not from the text of the source, unless noted: active = inhibition above about 50%; inactive = the rest. Random draw from the library; any-hit rate near 1.9%.

SMILES	human PMI inhibition	SIAH1 antagonists	K1F lysis inhibition	TNAP activation fold	Lipid droplet	Lipid droplet cells 6.5 µM	P. falciparum M17LAP	M1AAP inhibition	XIAP antagonists	human PMI inhibitors
C/C(=N/NC(=O)CNC(=O)Cc1ccccc1)c1ccco1	-5%	0%	0.3%	1	11	589	5%	1%	-5.6%	3%
Nc1nc2n(n1)C(c1cccs1)CC(c1ccc(F)cc1)N2 (stereo not given)	4%	-2%	0.4%	1	nt	nt	2%	-4%	-4.9%	5%
N/C(=N\O)c1ccc(NC(=O)c2cccs2)cc1	1%	-1%	-0.1%	1	nt	nt	-4%	0%	-6.2%	2%
COc1ccc(Nc2ncnc3c2cnn3Cc2ccccc2)cc1	-4%	-1%	2.1%	1.1	nt	nt	nt	nt	-6.1%	-7%
CC(=O)c1ccc(OC(=O)c2ccc(-n3nc(C)cc3C)cc2)cc1	2%	-5%	-0.9%	1	6	714	-1%	2%	-3.9%	11%
Cn1nccc1-c1cc(Cl)cc(Cl)c1O	nt	-1%	nt	nt	-2	697	1%	0%	nt	nt
Cc1ccnc(SCc2cc(=O)c(OC(=O)c3ccc(Cl)c([N+](=O)[O-])c3)co2)n1	5%	-8%	0.4%	1	6	710	18%	0%	-8.8%	13%
CCCCNC(=O)C1CCCN(S(=O)(=O)CC)C1 (stereo not given)	4%	22%	-1.0%	1.1	-1	711	13%	-1%	1.5%	6%
C[n+]1c2n(c3ccccc31)N=C(c1ccc(Cl)cc1)CS2	4%	1%	0.1%	1.5	-27	660	7%	9%	-3.7%	-1%
BrC(=C\c1ccccc1)/C=N/n1cnnc1	-16%	5%	-1.5%	1.1	-12	686	0%	3%	-1.6%	-8%
COC(=O)COc1ccc(S(=O)(=O)NCc2ccco2)cc1	8%	0%	0.3%	1	-2	818	1%	1%	-4.6%	1%
O=C(O)c1ccc(NC(CSCc2ccccc2F)C(=O)O)c([N+](=O)[O-])c1 (stereo not given)	-10%	-3%	-1.5%	0.9	-3	767	-12%	8%	1.6%	-16%
COc1cc(/C=C/c2c([N+](=O)[O-])c(=O)n(C)c(=O)n2C)cc(OC)c1OC	0%	-4%	4.0%	1.1	nt	nt	14%	-4%	-0.6%	1%
Cc1nnc(SCC(=O)NC(C)(C)C)n1NCc1c(F)cccc1Cl	0%	4%	0.5%	1	-7	736	-3%	9%	-6.2%	2%
COc1ccc(CC(=O)NCc2ccc3c(c2)OCO3)cc1	2%	4%	0.1%	1	7	794	-1%	4%	-7.0%	8%
O=C1Nc2ccc(S(=O)(=O)N3CCOCC3)c3cccc1c23	22%	4%	8.0%	1.1	7	810	-94%	17%	-9.7%	14%
COc1ccc(-c2noc(CCC(=O)NCCCN3CCN(c4ccc(F)cc4)CC3)n2)cc1	7%	-2%	0.0%	1	-38	687	3%	2%	-7.6%	7%
CN(C)/C=C(\C#N)C(=O)Nc1ccc(O)cc1F	-15%	2%	-0.8%	1.1	-2	707	-1%	6%	-13%	-20%
Cc1cccc(OCCCC(=O)Nc2ccc(S(=O)(=O)Nc3onc(C)c3C)cc2)c1C	4%	1%	1.2%	1.1	-3	754	-26%	5%	-1.4%	-4%
Cc1cc(C)n2ncc(S(=O)(=O)c3ccccc3)c2n1	-22%	7%	5.6%	1.1	3	749	-4%	1%	0.5%	-3%

Looked up by compound from above:
SMILES	human PMI inhibition	SIAH1 antagonists	K1F lysis inhibition	TNAP activation fold	Lipid droplet	Lipid droplet cells 6.5 µM	P. falciparum M17LAP	M1AAP inhibition	XIAP antagonists	human PMI inhibitors
COc1cc(/C=C/c2c([N+](=O)[O-])c(=O)n(C)c(=O)n2C)cc(OC)c1OC	0%	-4%	4.0%	1.1	nt	nt	14%	-4%	-0.6%	1%
Cc1cc(C)n2ncc(S(=O)(=O)c3ccccc3)c2n1	-22%	7%	5.6%	1.1	3	749	-4%	1%	0.5%	-3%
COC(=O)COc1ccc(S(=O)(=O)NCc2ccco2)cc1	8%	0%	0.3%	1	-2	818	1%	1%	-4.6%	1%
Cc1cccc(OCCCC(=O)Nc2ccc(S(=O)(=O)Nc3onc(C)c3C)cc2)c1C	4%	1%	1.2%	1.1	-3	754	-26%	5%	-1.4%	-4%

Other records:
SMILES	human PMI inhibition	SIAH1 antagonists	K1F lysis inhibition	TNAP activation fold	Lipid droplet	Lipid droplet cells 6.5 µM	P. falciparum M17LAP	M1AAP inhibition	XIAP antagonists	human PMI inhibitors
Cc1ccccc1CN1CCc2c(OCC(=O)N3CCCc4ccccc43)cccc2C1=O	6%	-2%	3.9%	1.1	3	657	12%	0%	-1.4%	4%
O=C(Nc1ccccc1C(F)(F)F)N1CCC(n2c(=O)[nH]c3ccccc32)CC1	12%	13%	0.0%	1	11	726	2%	-2%	-5.8%	5%
CCN1C2=C(C(=O)CCC2)C(c2ccc(O)c(Br)c2)C2=C1CCCC2=O	0%	-1%	0.0%	1	nt	nt	1%	4%	-1.5%	17%
CCOc1ncccc1C(=O)OC(C)C(=O)NC(=O)NC1CCCCC1 (stereo not given)	-5%	-1%	-0.2%	1	-9	589	2%	4%	-6.7%	4%
Cc1cccc(NC(=O)/C(=C\c2ccc([N+](=O)[O-])o2)NC(=O)c2ccc(Cl)cc2)c1	-32%	-1%	-1.2%	1.1	-6	655	24%	11%	-9.0%	-34%
Cc1cc(C)n2nc(CC(=O)NC3CCCCCC3)nc2n1	-3%	-1%	2.2%	1.1	nt	nt	5%	9%	-2.6%	-10%
CC1Cc2ccccc2N1C(=O)CSc1nc(N)cc(=O)[nH]1 (stereo not given)	7%	0%	nt	1	19	790	-5%	10%	-5.0%	8%
CCN(Cc1ccncc1)C(=O)c1ccccc1NS(=O)(=O)c1ccc(F)cc1	-15%	-11%	0.1%[50 µM]	1	-2	689	5%	-4%	-2.0%	-5%
CC(C)[C@@H]1CC[C@@H](C)c2c(-c3ccccc3)n[nH]c21	12%	5%	0.2%	1	nt	nt	-5%	9%	0.4%	8%
O=C1CC(/C=C/c2ccccn2)=Nc2ccccc2N1	-31%	0%	-1.5%	1.1	-21	665	12%	10%	-12%	-7%
Cc1cnc2c(C(=O)O)cnn2c1	-3%	9%	-0.6%	1.1	18	688	13%	3%	-3.4%	-9%
O=C(/C=C/c1cc([N+](=O)[O-])ccc1OC(F)F)Nc1cccc([N+](=O)[O-])c1	nt	-9%	0.3%	nt	12	751	3%	-2%	nt	nt
CCCOc1ccc(-c2nn(-c3ccccc3)cc2/C=C2\SC(=S)N(C3CCS(=O)(=O)C3)C2=O)cc1 (stereo not given)	11%	1%	0.3%	0.9	nt	nt	-3%	-2%	-3.9%	7%
COC(=O)C(C)Oc1cc(OC(C)C(=O)OC)c2c(C)c(Cl)c(=O)oc2c1 (stereo not given)	7%	-1%	0.2%	1	6	700	-22%	9%	0.6%	7%
CCOc1ccc(-c2nn[nH]n2)cc1	-9%	-1%	4.7%	1.1	5	713	0%	-4%	-3.4%	-9%
CC(C)C(=O)N1CCN(c2ccc(NC(=O)c3ccc4c(c3)OCCO4)cc2)CC1	-6%	0%	0.1%	1.1	-8	686	-7%	1%	-6.0%	-2%
Cc1nc(Nc2ccc(Cl)cc2Cl)sc1C(=O)Nc1ccccc1	11%	-1%	0.4%	1.1	-2	621	-3%	7%	-3.7%	1%
O=C(O)c1ccc(-n2cccc2/C=C2/NC(=O)N(c3ccccc3)C2=O)cc1	nt	62%	0.1%	nt	-5	771	11%	11%	nt	nt
COc1ccc(N=c2scc(-c3ccc(S(=O)(=O)N4CCOCC4)cc3)n2CCCO)cc1	12%	19%	nt	1.1	-22	689	9%	10%	0.8%	26%
O=C(CN1C(=O)CCC1=O)Nc1cccc2c1C(=O)NC2=O	-8%	6%	-0.4%	1.1	-11	681	-10%	8%	-8.3%	-6%
CCOc1ccc(/C=N/Nc2ccc(C(F)(F)F)cc2[N+](=O)[O-])cc1O	2%	-6%	4.3%	0.9	74*	797*	-3%	3%	-2.7%	3%
CSc1nc(N)nc(SCC(=O)OC(C)C)c1C#N	-5%	1%	-0.3%	1	nt	nt	-15%	7%	-4.4%	-3%
Cc1cccc(NC(=O)CCCN2C(=O)c3cccc4cccc(c34)C2=O)c1	-7%	5%	9.8%	1.1	nt	nt	4%	1%	-4.9%	0%
CCOc1ccc2c(c1)[nH]c(=S)n2C	nt	1%	0.1%	nt	6	752	8%	5%	nt	nt
O=C(Nc1nnc(-c2ccccc2SCc2ccccc2)s1)Nc1ccccc1F	0%	0%	-0.2%	1	nt	nt	-9%	-2%	-4.9%	4%
O=C(CSc1ncccn1)NC1CCCc2ccccc21 (stereo not given)	-18%	-4%	0.2%	0.9	-32	695	0%	0%	-9.0%	-16%
COc1ccc(C(=O)Nc2cccc(C(=O)N3CCCC3)c2)cc1	16%	13%	0.0%	1.1	-7	668	7%	1%	-4.7%	10%
COC(=O)c1c(NC(=O)C(C)C)sc2c1C(C(=O)OC)CC2 (stereo not given)	7%	-4%	1.0%	1.1	-7	738	18%	5%	-5.3%	-1%
CCN(c1cccc(C)c1)c1ncnc2nc[nH]c12	8%	3%	0.2%	1	-8	585	4%	7%	-5.0%	9%
O=C(C1CCN(C2CC(=O)N(c3ccc(F)cc3)C2=O)CC1)N1CCOCC1 (stereo not given)	5%	-8%	0.2%	1.1	3	736	4%	15%	2.9%	-3%
O=C(NCCc1c[nH]c2ccccc12)/C(=C/c1cccnc1)NC(=O)c1ccco1	0%	-3%	0.1%	1.1	5	743	-4%	2%	-4.0%	4%
CCCC(=O)Nc1nc(-c2ccc(Cl)s2)cs1	1%	2%	0.2%	1.1	-10	652	9%	2%	-4.7%	1%
CCOC(=O)c1c[nH]c2c(C)ccc(Cl)c2c1=O	-4%	-1%	-2.5%	1.1	12	689	8%	1%	-2.7%	-2%
COc1ccccc1C(=O)Nc1ccc(C(=O)c2ccccc2)cc1	16%	2%	-1.7%	1.1	1	748	3%	3%	-2.4%	13%
Cc1nc(NCCc2cnc[nH]2)c2oc3ccccc3c2n1	-25%	0%	0.3%	1	-3	716	5%	10%	-5.3%	-12%
CCCCn1nnc(NC(=O)c2ccc(-c3ccccc3[N+](=O)[O-])o2)n1	16%	8%	-0.1%	1.1	8	701	1%	7%	-5.0%	26%
CC(=O)N(C(C)=O)n1c(/C=C/c2cccc([N+](=O)[O-])c2)nc2ccccc2c1=O	16%	1%	0.5%	1	-1	723	-4%	6%	-7.0%	15%
O=C(/C=C/c1ccc(Cl)cc1)N1CCN(c2ccc([N+](=O)[O-])c(N3CCOCC3)c2)CC1	1%	3%	0.9%[50 µM]	0.9	-46	552	-4%	5%	nt	4%
COc1ccc(C2=NN(C(=O)CN3CCCCC3)C(c3ccc(OC)cc3)C2)cc1 (stereo not given)	nt	-4%	-0.1%	nt	17	657	-7%	-3%	nt	nt
